Source: PubChem BioAssay (several laboratories)
Yeast growth inh – growth inhibitors of yeast BB579 in restrictive medium, primary screen, yeast lifespan-shortening project, S. cerevisiae | OD615, 48 h | inhibition, % at 10 µM | actives 0.51% (n = 140,000) | AID 804, 2007;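 active means inhibition above a set limit, 3 SD over the mean compound inhibition, cut at about 44% in these data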; further: inactives centre near -24
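System: Saccharomyces cerevisiae DeaD strain BB579, replicative lifespan model yeast. Buffer or medium: restrictive glucose-based CSMM-D medium. Doses: one dose, 10 µM compound with 0.25% DMSO. Timing: 4 h preincubation and 48 h exposure at 30 °C. Detection: turbidity as optical density at 615 nm. Benchmarks: amphotericin B 10 µg/mL, positive.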
Measles CPE – compounds protecting cells from measles virus cytopathic effect, primary screen, measles RdRp inhibitor project, single point, MLSMR library, absorbance; Measles virus-infected cells, CPE protection; protection (pct of control), % at 4 µM; actives 1.5% (n = 140,000); in the data active means protection mostly above about 24%, no sharp cut-off; inactive means mostly below about 26%; further: some compounds called inactive have numbers as strong as hits
Phagocytosis inh – inhibitors of macrophage phagocytosis, primary screen, imaging, J774A.1 cells, IgG beads. J774A.1 macrophage IgG-bead phagocytosis. inhibition, % at 5 µM. actives 0.07% (n = 110,000). AID 1029, 2008;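 active means inhibition above the mean of the plate negative controls plus 5 SD, cut at about 13% in these data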;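 further: phagocytic index as fraction of beads internalized from green versus red external bead signal; plate controls were DMSO negative control for no effect and cytochalasin-D positive control for full effect; some results beyond the cut were filed as inactive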
NPY Y2 blocker – NPY-Y2 receptor antagonists, primary screen, cell-based; actives 0.99% (n = 140,000); inhibition, % at 2.7 µM; Neuropeptide Y receptor type 2 (Homo sapiens), P49146; NPY-Y2 expressing cells, antagonist mode; in the data active means inhibition above about 17%;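 further: 0% = vehicle with agonist challenge and 100% = reference antagonist with challenge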
Target sequence (P49146 whole entry, looked up): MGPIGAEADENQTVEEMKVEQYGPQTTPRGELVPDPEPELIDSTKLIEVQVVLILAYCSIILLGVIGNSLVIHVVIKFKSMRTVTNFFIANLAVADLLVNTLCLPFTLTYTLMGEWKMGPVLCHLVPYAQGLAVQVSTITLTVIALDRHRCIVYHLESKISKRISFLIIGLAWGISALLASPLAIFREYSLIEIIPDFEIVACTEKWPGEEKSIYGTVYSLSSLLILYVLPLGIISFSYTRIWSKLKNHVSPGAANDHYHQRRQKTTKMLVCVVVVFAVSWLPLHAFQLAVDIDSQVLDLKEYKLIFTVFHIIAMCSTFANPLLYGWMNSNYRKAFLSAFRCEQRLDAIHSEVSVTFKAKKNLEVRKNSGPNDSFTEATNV
Yeast lifespan up – compounds extending yeast replicative lifespan, primary screen, S. cerevisiae, OD615. actives 0.68% (n = 130,000). S. cerevisiae growth with nicotinamide; deaD strain in restrictive glucose medium. inhibition of the nicotinamide effect, % at 10 µM. AID 775, 2007;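 active means inhibition above a set limit, placed 3 SD over the median of all compounds, cut at about 26% in these data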;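 further: 0% = nicotinamide-treated wells and 100% = cells grown without nicotinamide; some compounds called inactive have numbers as strong as hits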
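Test system – modified budding yeast, DeaD strain · Compound – single dose 10 µM compound, 0.25% DMSO · Times – culture preincubation 4 h, compound exposure 48 h, both 30 °C · Detection – optical density (absorbance) at 615 nm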
GALR2 antag – GALR2 antagonists in receptor-expressing cells, primary screen; antagonist mode; inhibition, % at 4 µM; Galanin receptor type 2 (Homo sapiens), O43603; actives 0.39% (n = 140,000); in the data active means inhibition above about 27%;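 further: cells stimulated with galanin 1-16 at roughly its EC80; 0% = agonist challenge control and 100% = basal control without agonist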
Target sequence (O43603 whole entry, looked up): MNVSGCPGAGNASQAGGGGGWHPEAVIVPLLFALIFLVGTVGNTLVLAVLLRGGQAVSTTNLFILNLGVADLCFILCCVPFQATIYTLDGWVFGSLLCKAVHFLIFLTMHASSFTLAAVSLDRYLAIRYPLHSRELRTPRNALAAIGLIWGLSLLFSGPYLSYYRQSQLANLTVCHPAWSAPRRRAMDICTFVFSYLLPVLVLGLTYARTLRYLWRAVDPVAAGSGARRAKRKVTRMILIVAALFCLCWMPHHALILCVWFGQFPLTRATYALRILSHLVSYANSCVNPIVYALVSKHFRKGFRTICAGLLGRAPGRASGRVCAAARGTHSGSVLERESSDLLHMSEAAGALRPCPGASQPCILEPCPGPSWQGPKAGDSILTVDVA
E-sel TNF inh – E-selectin induction blockers in HUVEC – imaging, immunofluorescence, high content, primary screen. inhibition, % at 2 µM. AID 1246, 2008. HUVEC TNFa-induced E-selectin immunofluorescence. actives 0.71% (n = 120,000);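 active means inhibition above the batch mean plus 3 SD, and confirmed as a hit on visual image review, cut at about 43% in these data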;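 further: 0% = TNF-stimulated DMSO wells and 100% = unstimulated control wells; not every result past the cut was called active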
HCT116 PTEN-null – growth suppression of PTEN-null HCT116, primary screen, cell-based, CellTiter-Glo; HCT116 PTEN-null viability, 60 h; hits give low values; viability, % at 10 µM; actives 1.2% (n = 140,000); AID 827, 2007;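 active means viability at or below a set limit, 4 SD under the median of all tested compounds, cut at about 3.7% in these data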;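 further: PTEN knockout HCT116 line with beta catenin targeted HCT116 as companion control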
MRP-1 activ – H69AR viability gain despite doxorubicin, primary screen, MRP-1 activator project, H69AR cells, CellTiter-Glo; viability rescue; viability increase, % at 10 µM; actives 0.61% (n = 140,000); AID 799, 2007;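 active means viability gain under doxorubicin at or above a set limit, the compound median plus 3 SD, cut at about 4.7% in these data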;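 further: MRP-1 overexpressing cells given doxorubicin 25 µM after compound pretreatment; 18-22 h compound pretreatment then 72 h with doxorubicin before readout; 0% = doxorubicin-only wells and 100% = vehicle-treated cells without doxorubicin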
HCT116 bCat-KO – primary screen for growth suppressors in beta-catenin knockout HCT116 cells (colon tumor, human). HCT116 beta-catenin knockout viability, CellTiter-Glo, 60 h; hits give low values. viability, % at 10 µM. actives 1.5% (n = 140,000);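 active means viability at or under a set limit, the compound median less 4 SD, cut at about 6% in these data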;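 further: 0% = Hyamine 1622 control at 20 µM and 100% = untreated cell control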
Active calls of the source: *; x = no result given.

SMILES | Yeast growth inh | Measles CPE | Phagocytosis inh | NPY Y2 blocker | Yeast lifespan up | GALR2 antag | E-sel TNF inh | HCT116 PTEN-null | MRP-1 activ | HCT116 bCat-KO
COc1cc(C)c2occ(/C(C)=N\O)c2c1 | -9.7 | 4.2 | -0.3 | 3.5 | -11.0 | -7.3 | x | 87.3 | -1.4 | 88.6
CCCc1ccc(-c2cc(C(=O)Nc3ccc([N+](=O)[O-])cn3)c3ccccc3n2)cc1 | -12.4 | 17.3 | -5.9 | 2.1 | -0.8 | -10.6 | -36.8 | 82.5 | 2.0 | 84.7
COCCn1nnnc1C(c1ccc(OC)c(OC)c1)N1CCc2ccccc21 (centres undefined) | -53.8 | 14.7 | 0.9 | 1.6 | -5.3 | -1.2 | 1.9 | 105.3 | -0.9 | 101.0
O=C(CCSc1ccccc1)NCC1CCCO1 (centres undefined) | -34.0 | 31.9 | -5.2 | 3.6 | -10.2 | 2.3 | -19.7 | 99.3 | -1.7 | 93.8
COc1ccc2nc(C)cc(SCC(=O)Nc3c(C)cc(C)cc3C)c2c1 | -11.6 | 5.3 | x | 2.8 | -4.0 | 7.4 | 5.5 | 81.4 | -2.5 | 83.7
CCOc1ccc(Br)cc1S(=O)(=O)Nc1cccc(S(=O)(=O)N(CC)CC)c1 | -29.4 | 11.1 | -7.5 | 0.8 | 12.7 | 13.9 | x | 100.3 | -1.3 | 96.4
COc1ccc(C2=Nn3c(nnc3-c3ccncc3)SC2)cc1OC | 6.0 | 4.6 | 0.9 | -1.6 | -9.3 | -13.2 | -7.8 | 24.8 | -5.0 | 36.6
COc1ccc(OC)c(N(CC(=O)NCc2ccccn2)S(C)(=O)=O)c1 | -4.6 | 11.9 | -1.5 | 0.6 | -5.5 | -6.8 | -42.3 | 98.7 | -1.8 | 96.6
C[C@@H]1O[C@@H](Oc2c(-c3cc(O)c(O)c(O)c3)oc3cc(O)cc(O)c3c2=O)[C@H](O)[C@H](O)[C@H]1O | -24.9 | 4.3 | x | 0.8 | 3.3 | -4.9 | -18.4 | 81.7 | 1.1 | 65.9
O=C(c1cc(C2CC2)on1)N1CCN(c2ccc(F)cc2)CC1 | -27.6 | 16.2 | -0.5 | -1.6 | -13.4 | 4.3 | x | 83.9 | -2.4 | 85.4
CN(C(=O)COC(=O)c1cccnc1Nc1ccccc1F)C1CCS(=O)(=O)C1 (centres undefined) | -0.8 | 7.2 | -2.7 | -1.3 | -3.9 | 3.8 | -7.4 | 93.4 | 0.3 | 92.1
Cc1cccc(NC(=S)NCCCN2CCOCC2)c1 | -31.8 | 2.9 | -2.9 | 0.6 | 2.2 | 5.8 | x | 106.1 | 1.3 | 92.7
S=c1[nH]nc(COc2ccccc2)n1Cc1ccccc1 | -28.9 | 7.3 | 6.9 | 1.4 | -2.1 | -3.0 | x | 93.5 | -2.8 | 94.6
O=C(CSc1n[nH]c(-c2ccc(S(=O)(=O)N3CCCCC3)cc2)n1)Nc1nccs1 | -19.0 | 17.6 | -0.2 | 0.9 | -16.4 | 8.1 | 24.4 | 99.1 | -3.7 | 96.2
Cc1ccc(/C=N/NC(=O)CSc2nc3ccccc3c(=O)n2-c2ccccc2)s1 | -13.3 | 6.2 | -2.3 | -0.1 | -0.5 | 7.5 | x | 87.3 | -2.4 | 89.7
Cc1ccc(N/C(N)=N/c2nc3c(c(=O)[nH]2)CCCC3)c(C)c1 | -27.5 | 5.2 | x | 0.2 | -18.7 | -7.8 | -21.6 | 79.2 | -5.4 | 68.8
C/C(=N\NC(=O)CSc1nc(C)cc(C)n1)c1cccs1 | -28.4 | 12.8 | -6.5 | 2.2 | 1.6 | -13.8 | 9.0 | 97.6 | -2.1 | 92.2
COc1ccc(/C=C/C(=O)c2ccccc2O)cc1CN1CCOCC1 | -35.1 | 6.3 | -1.7 | 2.7 | -7.5 | -4.0 | 4.5 | 74.5 | -2.1 | 80.5
c1ccc(N2CCN(c3ccc4nncn4n3)CC2)nc1 | -4.9 | 5.5 | 0.1 | 7.7 | -4.7 | 0.5 | x | 106.0 | 0.5 | 104.1
CCOCC(=O)Nc1cc(OC)c(Cl)cc1OC | 5.7 | 7.5 | x | 3.6 | -16.9 | 2.9 | 12.8 | 92.4 | -1.1 | 103.2
O=C(CN1C(=O)C2(OCCO2)c2ccccc21)c1ccc(Br)cc1 | -5.0 | 12.2 | -1.9 | 1.2 | 10.3 | 11.5 | x | 87.3 | 2.8 | 92.1
COc1ccc(NC2CC(=O)N(c3cccc(C)c3)C2=O)cc1 (centres undefined) | -46.1 | 23.2 | -0.8 | -1.9 | -8.1 | -2.9 | 3.0 | 102.4 | -1.4 | 96.4
CC(=O)Oc1c(C(=O)c2nnc(C)o2)c(=O)n(C)c2ccccc12 | 19.0 | 8.0 | -4.2 | 1.7 | 54.3* | -4.6 | x | 102.5 | 3.9 | 98.4
CCn1c(CCNC(=O)c2ccc(C)cc2)nnc1SCc1ccc(Cl)c(Cl)c1 | -6.7 | 2.5 | -4.1 | 6.1 | -4.2 | 3.2 | -11.9 | 98.8 | -1.5 | 88.8
CCOC(=O)Cn1nnnc1CN(Cc1ccc(OC)cc1)Cc1cc2cc(CC)ccc2[nH]c1=O | 16.3 | 21.6 | -0.1 | 4.5 | -8.3 | -10.4 | 9.2 | 80.6 | -2.6 | 82.7
CC1Cc2nc(SCC(=O)N3CCOCC3)n(-c3ccccc3)c(=O)c2S1 (centres undefined) | -18.7 | 22.5 | -1.3 | -0.1 | -3.0 | 2.0 | -15.2 | 102.2 | -1.9 | 94.5
NS(=O)(=O)c1ccc(NC(=O)CSC2=NC(=O)C(c3ccccc3)C(=O)N2)cc1 (centres undefined) | -18.1 | 7.2 | -0.7 | 0.8 | -21.2 | 2.6 | 9.1 | 98.1 | 1.0 | 105.1
O=C1C(=O)N(CCN2CCOCC2)C(c2ccccn2)/C1=C(/O)c1ccccc1 (centres undefined) | -24.9 | 7.8 | -3.0 | -0.1 | 26.0* | 20.2 | x | 106.1 | -0.7 | 98.4
CC(C)N(C(=O)C[n+]1ccc(/C=N/O)cc1)C(C)C | -12.0 | 19.0 | -12.2 | 3.0 | 0.7 | -1.1 | x | 99.3 | -1.3 | 107.0
CC(Sc1ccccn1)C(=O)Nc1ccc(S(N)(=O)=O)cc1 (centres undefined) | -4.8 | 7.8 | 0.6 | 2.2 | -1.9 | -4.0 | x | 99.8 | -3.1 | 93.0
CN(CC(=O)Nc1ccccc1C(F)(F)F)C(=O)COc1ncnc2sccc12 | -30.9 | 6.3 | -5.9 | 2.8 | -5.6 | -6.2 | x | 87.5 | -2.0 | 90.6
CCC(C)(C)n1c(=O)[nH]c2c(c1=O)CCC2 | -44.5 | 22.3 | 0.1 | -1.2 | -4.7 | -3.5 | x | 104.7 | 0.7 | 99.3
CCCCCOC(=O)Cn1c(=O)oc2ccccc21 | -18.6 | 11.8 | -0.4 | 0.6 | -13.8 | -9.1 | -21.8 | 99.7 | 1.5 | 88.7
CSc1ccccc1NC(=O)c1cc(C(C)C)on1 | -52.3 | 2.6 | -0.1 | 3.0 | -28.9 | -5.3 | 26.3 | 72.2 | -2.7 | 80.1
CC(C)N(CC#CC(O)(c1ccccc1)c1ccccc1)CCO | -4.3 | 3.0 | -5.8 | 0.3 | -5.8 | -5.4 | 7.4 | 93.2 | -3.1 | 89.7
CC(C)(C)c1ccc(C(=O)N/C(N)=N/c2nc3ccccc3o2)cc1 | -23.5 | 10.9 | -1.1 | 1.2 | 6.5 | -6.5 | 14.1 | 82.0 | 0.4 | 71.0
COc1ccc(C(=O)c2ccc(Cl)cc2)c2ccccc12 | -64.2 | 5.1 | -0.7 | 12.1 | -9.5 | -2.1 | 20.8 | 72.5 | -2.0 | 71.7
Cc1noc(C)c1COc1cccc(C(=O)OCC(=O)NC(=O)c2ccc(OC(F)F)cc2)c1 | -8.7 | 8.7 | 7.1 | 8.2 | 3.5 | 12.5 | x | 90.7 | -1.1 | 85.3
COc1cc(OC)c(C(=O)Nc2ccccc2-c2ccccc2)cc1OC | -28.8 | 39.7 | -6.3 | 5.5 | -4.8 | -6.5 | -14.8 | 63.5 | 3.2 | 79.2
CCCCOc1ccc(C(=O)NNC(=S)NC(=O)CC)cc1 | 48.4* | 12.8 | -5.2 | 3.5 | -1.9 | 8.8 | x | 4.8 | -3.6 | 4.5*
CCN(CC)CCNc1ncnc2c1sc1nc(N3CCOCC3)c3c(c12)CC(C)(C)SC3 | -15.1 | 7.1 | x | 5.2 | -5.0 | -19.7 | -8.5 | 1.5* | -6.9 | 1.6*
Cc1cc(C(=O)N/N=C/c2c(C)n(C)c3ccccc23)n[nH]1 | -6.7 | 3.7 | -3.5 | -0.1 | 4.7 | 5.6 | 13.8 | 83.4 | 2.3 | 83.5
COCCNC(=O)CCCCCN1C(=O)CCC1=O | -2.3 | 5.1 | 0.1 | -0.1 | -25.4 | 3.0 | -28.5 | 110.2 | -0.8 | 99.0
Cc1ccc2cc(CCNC(=O)c3cccs3)c(=O)[nH]c2c1C | -31.6 | 3.8 | x | 0.0 | -0.4 | 5.2 | -6.0 | 81.0 | -1.8 | 82.6
COc1ccccc1Oc1ccc(S(=O)(=O)Nc2cccnc2)cc1 | -39.2 | 3.5 | -0.3 | 3.2 | 33.9 | 3.8 | 14.3 | 71.8 | -0.1 | 59.9
CCc1c(C)nc(SCC(=O)N2CCc3ccccc32)[nH]c1=O | -30.5 | 20.4 | -0.2 | -0.3 | -5.1 | 5.0 | x | 97.8 | -1.9 | 91.7
COc1cccc(/C=N/NC(=O)c2c(-c3ccccc3)noc2C)c1O | -20.2 | 20.4 | x | -0.2 | -5.6 | 9.9 | 19.1 | 6.8 | 3.6 | 5.8*
Cc1cccc(C2CC(c3ccc(F)cc3)Nc3nc(N)nn32)c1 (centres undefined) | -5.9 | 5.3 | 0.3 | x | -13.0 | x | x | 100.6 | -1.2 | 88.4
Nc1nc(-c2ccc(Cl)cc2Cl)cn1N | -83.1 | 4.8 | -0.6 | 0.6 | -14.4 | -1.2 | -20.8 | 100.2 | -0.8 | 91.9
CCN1CCN(C(=O)c2cc(-c3cccnc3)nc3ccc(Br)cc23)CC1 | 42.0 | 2.8 | -0.1 | 8.3 | -16.9 | 0.1 | 0.4 | 78.1 | -1.1 | 80.6
S=C(NCc1ccco1)N1CCN(C(c2ccccc2)c2ccccc2)CC1 | -26.9 | 24.5 | x | 0.5 | -1.1 | -6.6 | -1.2 | 77.7 | -2.1 | 86.1

Compounds were not picked by outcome; about 6.3% have a hit in one of these screens.
